# Screens deposited in PubChem by several laboratories.
# JMJD2C inh – inhibitors of human GASC-1 (JMJD2C) demethylase. inhibition, % at 2.35 µM. actives 0.069% (n = 330,000). GST-JMJD2C(1-420) H3K9me3 demethylation, DELFIA europium. AID 2099;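 active = more than half of a compound's replicate wells show inhibition beyond 50%, single wells judged on their own value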;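 note: signal counts dimethyl H3K9 product captured on neutravidin plate; 0% = median of DMSO wells and 100% = 0.3 times that DMSO median; strong numbers were not always called active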
# Efflux pump inh – inhibitors of Candida antifungal efflux pumps expressed in yeast | S. cerevisiae Candida pump triplex, Nile Red efflux | inhibition, % at 10 µM | actives 0.44% (n = 330,000) | AID 485275;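 active = plate passing quality check with inhibition over a set limit, or well fluorescence over plate mean plus 4 SD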;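 note: Nile Red retained in pooled yeast measured as flow cytometry median fluorescence; 0% = buffer negative control and 100% = Enniatin B positive control; higher means more Nile Red kept so more efflux inhibition; some compounds called inactive have numbers as strong as hits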
# core dimer inh – blocks dimerization of HCV core protein | actives 0.33% (n = 300,000) | inhibition, % at 5 µM | TR-FRET GST/Flag-core106 dimerization, 1536-well | AID 1899;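 active = inhibition above the mean of all tested compounds plus 3 SD, set per screening campaign, cut at about 45% in these data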
#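 Assay system: GST-tagged and Flag-tagged HCV core protein residues 1-106 / Times: compound-protein-antibody incubation 4 h at 22.5 °C / Signal: time-resolved FRET, ex 340 nm, em 617 and 671 nm / Evaluation: % inhibition based on acceptor/donor emission ratio / Benchmarks: wells lacking GST-core106 and wells with excess unlabelled core106 / Repeats: singlicate, one well per compound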
# LYPLA2 counter – counter-screen for PME1 inhibitors: inhibitors of human LYPLA2; O95372; recombinant LYPLA2, FP-Rh probe fluorescence polarization; inhibition, % at 5.9 µM; actives 0.38% (n = 320,000); AID 2177;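 active = inhibition above the screen-wide mean plus 3 SD, limit set per campaign, cut at about 26% in these data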;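 note: 0% = LYPLA2 with DMSO and 100% = wells lacking LYPLA2 enzyme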
# CTSL1 counter – counter-screen for PFM18AAP inhibitors: inhibitors of F. hepatica cathepsin L1; actives 0.49% (n = 300,000); inhibition, % at 5.96 µM; recombinant F. hepatica cathepsin L1, Z-Leu-Arg-MCA fluorescence;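 active = inhibition above the mean of all tested compounds plus 3 SD, set per screening campaign, cut at about 17% in these data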;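 note: 0% = plate median of test compound wells and 100% = 1 µM Z-Phe-Ala-diazomethylketone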
# PP1 counter – blocks human PP1-alpha phosphatase, a PP5 counter-screen; inhibition, % at 6.7 µM; actives 0.9% (n = 320,000); purified PP1alpha, OMFP fluorescence; P62136;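 active = inhibition above the mean inhibition of all tested compounds plus 3 SD, computed separately for each screening campaign, cut at about 15% in these data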
# Target sequence (P62136 whole entry, looked up): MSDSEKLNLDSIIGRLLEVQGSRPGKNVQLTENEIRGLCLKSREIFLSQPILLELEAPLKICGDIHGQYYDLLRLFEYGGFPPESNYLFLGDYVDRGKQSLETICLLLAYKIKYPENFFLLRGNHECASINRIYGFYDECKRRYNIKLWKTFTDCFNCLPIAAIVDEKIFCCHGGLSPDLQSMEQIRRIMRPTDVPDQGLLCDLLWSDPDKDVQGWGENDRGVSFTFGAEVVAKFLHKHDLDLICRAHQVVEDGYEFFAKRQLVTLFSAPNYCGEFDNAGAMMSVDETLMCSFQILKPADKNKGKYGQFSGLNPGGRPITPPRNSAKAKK
# PREPL inh – inhibitors of human prolyl oligopeptidase-like enzyme PREPL; Q4J6C6; recombinant PREPL, fluorescence polarization activity-based probe; inhibition, % at 5.96 µM; actives 0.68% (n = 320,000); AID 2751; in the data active = inhibition above about 43%;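 note: 0% = enzyme with DMSO and 100% = wells lacking enzyme; many of its hits are not listed in these tables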
# PP5 primary – inhibitors of human protein phosphatase 5 (PP5); purified PP5c, OMFP substrate fluorescence; actives 0.18% (n = 320,000); AID 1987; inhibition, % at 6.7 µM;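 active = inhibition above the campaign's mean inhibition across all tested compounds plus 3 SD, cut at about 9.5% in these data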;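 note: 0% = DMSO only and 100% = 100 µM cantharidin control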
# Target sequence (P53041 whole entry, looked up): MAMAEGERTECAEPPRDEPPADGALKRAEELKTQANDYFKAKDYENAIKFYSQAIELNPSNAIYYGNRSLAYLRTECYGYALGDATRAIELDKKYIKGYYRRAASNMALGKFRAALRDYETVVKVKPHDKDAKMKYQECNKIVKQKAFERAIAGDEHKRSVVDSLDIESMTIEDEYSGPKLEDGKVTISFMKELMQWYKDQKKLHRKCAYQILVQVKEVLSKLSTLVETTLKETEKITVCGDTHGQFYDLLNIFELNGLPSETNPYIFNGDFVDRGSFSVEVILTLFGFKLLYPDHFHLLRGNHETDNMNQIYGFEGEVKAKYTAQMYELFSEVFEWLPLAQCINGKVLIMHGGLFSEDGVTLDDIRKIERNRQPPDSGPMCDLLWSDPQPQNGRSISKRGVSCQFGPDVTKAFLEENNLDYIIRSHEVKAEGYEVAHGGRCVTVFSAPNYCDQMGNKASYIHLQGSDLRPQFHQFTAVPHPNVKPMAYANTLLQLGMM
# TPT1 inh – C. albicans TPT1 enzyme inhibition | inhibition, % at 5 µM | actives 0.81% (n = 300,000) | recombinant caTPT1, FP RNA substrate dephosphorylation;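 active = inhibition above the mean of all tested compounds plus 3 SD, set per screening campaign, cut at about 24% in these data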;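 note: plate controls were DMSO alone for no effect and ferristatin control at 100 nM for full effect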
# The depositor's hits bear a star; x = not tested or not shown; & = joins results of further samples. These rows are one share of the data, so the mix of outcomes need not match the whole.
Molecule,JMJD2C inh,PREPL inh,core dimer inh,Efflux pump inh,TPT1 inh,CTSL1 counter,PP5 primary,LYPLA2 counter,PP1 counter
CNC(=O)N(c1ccccc1)c1ccccc1,-14,2,0,0.0,0,0,-0.8,-12,-1
COc1cccc(CN(C)C(=O)CC23CC4CC(CC(C4)C2)C3)c1OC,9,8,3,0.1,-1,-1,3.8,2,3
Cc1cc(C)nc(N/N=C/C2=C(N3CCOCC3)C(=C/c3ccccc3)/CC2)n1,6,16,-8,-0.2,-3,-1,3.2,0,1
Cc1c(C(=O)NCCCN2CCCCC2)oc2ccc3c(c12)C(O)CC1(CCCCC1)O3 (stereo not given),-7,-9,-1,0.0,-1,2,1.9,-12,-3
COCC(=O)Oc1c(S(=O)(=O)c2ccccc2)c(C)nn1C(C)(C)C,0,3,-17,-0.2,-1,1,2.3,8,4
CC(=O)Nc1ccc(S(=O)(=O)N(C)CC(=O)N/N=C/c2ccncc2)cc1,-11,17,-16,0.5,-2,-6,3.0,-2,-5
COc1ccc(S(=O)(=O)N2CCc3ccccc32)cc1C(=O)N1CCOCC1,4,1,-5,-0.1,-3,-1,1.3,-7,-1
CCCc1cc(=O)oc2c3c(cc(OCC(=O)NCC4CCC(C(=O)O)CC4)c12)OC(C)(C)CC3 (stereo not given),x,-1,5,0.2,1,6,-0.3,5,-5
O=C(Cn1cnc2sc(-c3ccccc3)cc2c1=O)NCc1ccco1,9,-27,65*,0.1,6,5,0.1,-13,22*
Cc1cccc(N2N=C(C(=O)O)CCC2=O)c1,3,0,-1,0.0,-3,-6,0.1,0,2
O=C(N/N=C/c1ccc(Cl)cc1)c1ccc2c(c1)OCO2,1,3,1,0.1,4,0,1.6,0,2
COc1cc(CNCCN2CCOCC2)ccc1OCc1ccccc1Cl,7,24,-4,0.0,-4,2,-0.3,19,-2
CCN(CC(=O)Nc1ccccc1OC)C(=O)CN1C(=O)NC2(CCCC2)C1=O,2,2,-6,0.1,-4,4,-0.4,-2,0
CS(=O)(=O)N(CC(=O)N1CCN(c2ccccc2F)CC1)c1cccc(C(F)(F)F)c1,0,12,-2,0.0,1,1,0.3,-5,-1
CCOC(=O)CN1C(=O)N[C@@H](c2ccccc2)[C@H](C(C)=O)[C@H]1C,-11,0,-9,0.1,1,1,2.1,2,-6
CC1(C)C(c2cccs2)=[N+]([O-])C2(CCCCC2=O)N1O (stereo not given),-1,-8,-4,-0.1,-2,2,2.2,-2,-2
COC(=O)c1cccc(NC(=O)COc2cccc([N+](=O)[O-])c2)c1,-1,0,8,0.0,0,-4,2.8,7,-2
Cc1nc(SCC(=O)N2CC(=O)Nc3ccccc32)c2c(C)c(C)sc2n1,-2,-7,6,0.2,-3,-4,1.4,8,-2
Cc1cc(OCCn2cc(/C(N)=N/O)c3ccccc32)ccc1Cl,-2,20,-3,-0.2,-3,0,2.5,10,4
CC(NC(=O)Cc1ccccc1F)c1ccc(F)cc1 (stereo not given),23,-2,4,0.0,-5,-3,1.2,4,-7
O=C(Nc1nnc(C2=COCCO2)o1)c1ccc(Cl)cc1,-1,-1,4,-0.1,-2,-1,1.6,-3,5
CC(C)CCn1c(=O)c2ccccc2c2ccccc2c1=O,-2,0,5,0.2,3,4,3.7,0,-3
O=c1c2ccccc2nc2c3ccccc3c(NCc3cccnc3)nn12,-1,4,-1,-0.3,-2,1,2.1,0,4
CCCc1nnc(NC(=O)CCC(=O)NC2CC2)s1,1,-5,-1,-0.1,-3,-1,3.0,-1,3
Cc1c(C#N)c2ncn(Cc3ccccn3)c(=O)c2n1-c1ccccc1,2,-9,-4,0.2,-7,-1,-3.8,4,-1
O=C1C(c2ccc(F)cc2)N(Cc2ccc3c(c2)OCO3)C(=O)CN1C1CCCCCC1 (stereo not given),-32,14,0,0.4,-3,2,5.0,11,7
CCOc1ccc(Oc2ccc(S(=O)(=O)N3CCOCC3)cc2N)cc1,-36,8,4,0.2,-1,-4,-1.2,3,-7
CC(=O)NCc1nnc2c3ccccc3c(-c3ccccc3)nn12,-6,4,2,0.0,3,-1,-5.6,9,1
COc1cc(C2C(C(=O)OCCC#N)=C(C)NC3=C2S(=O)(=O)c2ccccc23)cc(OC)c1OC (stereo not given),-7,3,-15,0.2,2,1,-2.3,-7,-4
COC(=O)c1ccc(OC(=O)CCc2cc(OC)c(OC)c(OC)c2)cc1,1,3,2,0.1,-1,-39,0.6,6,-3
O=C(/C=C/c1ccc(F)cc1)N1CCN(c2ccccn2)CC1,-8,13,2,-0.1,-3,-2,2.5,4,-3
CCOC(=O)CC(NCc1ccc(OC)c(OCC)c1)c1ccc(C)cc1 (stereo not given),-16,3,2,0.6,2,-1,-1.9,3,-7
CC(C(=O)Nc1cc([N+](=O)[O-])ccc1Cl)N1CCN(c2ccccc2)CC1 (stereo not given),4,39,-2,-0.1,-1,1,0.4,6,0
COc1cc(C(=O)Nc2nccs2)ccc1OCc1c(C)noc1C,-5,18,1,0.0,2,-6,4.7,2,2
CC(=O)c1cccc(NC(=O)CCn2c(=O)oc3ccccc32)c1,12,-18,-7,0.0,2,0,2.3,0,4
CCc1ccc(NC(=O)COC(=O)c2nc3nc(C)cc(C)n3n2)cc1,2,-3,x,0.1,x,x,-0.7,1,1
COc1ccc(S(=O)(=O)N(C)CC(=O)N2CCCC2)cc1OC,3,16,-8,0.1,-4,6,-1.7,-4,-1
CC(=O)c1cccc(NC(=O)CC2CCCC2)c1,-4,-7,6,-0.1,-3,2,2.4,5,-4
COc1ccccc1CCNC(=O)CN1C(=O)NC2(CCCC2)C1=O,-5,4,-6,-0.1,-6,-2,-0.7,1,-1
O=C(Nc1ccon1)c1cccc(Cl)c1,-4,-4,-4,0.0,-1,-1,-1.0,-1,-3
Cc1noc(C)c1C(=O)N1CCCC(C(=O)c2cccc(C(F)(F)F)c2)C1 (stereo not given),-10,3,-4,-0.1,2,5,-7.2,-1,-13
COc1ccc(C(C)=O)c(Oc2ccc(S(=O)(=O)N3CCOCC3)cn2)c1,2,28,x,-0.1,x,x,3.8,3,-5
CN(C(=O)c1ccc2c(c1)OCO2)C1(C)CCS(=O)(=O)C1 (stereo not given),8,-4,-5,-0.1,0,-3,-0.2,-1,0
CCOC(=O)c1c(N2CCCCC2)c2ccccc2[nH]c1=O,-2,5,3,0.0,0,3,1.5,1,-4
CC(=O)c1cccc(NC(=O)NC2CC(=O)N(c3ccc4c(c3)OCCO4)C2)c1 (stereo not given),2,-2,-1,-0.2,-1,4,0.3,-4,-4
CC(C)(C)c1ccccc1OCCCCN1CCCC1,6,-17,0,0.0,2,-1,-1.3,13,0
CCOC(=O)c1sc(Nc2nc3c(OC)cccc3s2)cc1C,9,36,16,0.2,1,3,6.8,8,3
CN(C(=O)COC(=O)C1CCN(S(=O)(=O)c2c(Cl)cccc2Cl)CC1)c1ccccc1,-5,2,2,-0.1,1,-2,1.5,2,-4
O=C(Nc1ccc([N+](=O)[O-])cc1)c1cccc(S(=O)(=O)Nc2cccnc2)c1,-6,-12,3,0.1,3,2,1.6,3,-1
O=C(c1ccc(Br)o1)N1CCN=C1SCc1cccnc1,13,4,2,0.1,-5,1,1.5,3,-1
CC1CCCCN1C(=O)CSc1nc2c(c(=O)n(C)c(=O)n2C)n1C (stereo not given),9,-8,0,0.3,-3,-3,-0.4,-9,-2
COc1ccc(C)cc1Nc1nc(N)c2cc(OC)c(OC)cc2n1,-4,39,-2,0.3,1,4,5.1,2,3
O=C(N=Nc1c(O)[nH]c2ccccc12)c1ccccc1NS(=O)(=O)c1cccs1,2,19,-1,-0.3,-4,3,4.5,-2,-1
O=C(Nc1ccc(N2CCOCC2)c(Cl)c1)c1cccc(F)c1,x,2,0,-0.2,-4,12,-0.8,6,3
COc1ccc(-c2nnc(SCC(=O)NCCc3ccc(S(N)(=O)=O)cc3)o2)cc1OC,4,-2,-4,0.0,-3,-3,-0.2,5,-4
CCO/C([O-])=N/c1c[n+](N2CCOCC2)no1,0,8&-2,-8&5,-0.1&0.1,-7&1,2&0,2.1&-0.5,9&5,2&-2
CCOC(=O)c1ccc(N(C(=O)c2ccco2)C(C(=O)NC2CCCCC2)c2ccncc2)cc1 (stereo not given),-1,4,-3,0.2,1,-12,0.3,-2,-1
Cc1ccccc1NC(=O)NC1(C(=O)N2CCC(O)CC2)CCCCC1,-20,6,-10,0.0,1,-1,2.3,1,6
COCCN(C(=O)COc1ccc(Cl)cc1)c1nnc(-c2cccnc2)s1,5,9,0,0.2,-10,1,3.6,-1,9
O=C(COc1ccc(Cl)cc1)N(Cc1cccs1)C1CCS(=O)(=O)C1 (stereo not given),25,21,-8,-0.2,-4,2,3.0,-3,0

# More compounds.
Molecule,JMJD2C inh,PREPL inh,core dimer inh,Efflux pump inh,TPT1 inh,CTSL1 counter,PP5 primary,LYPLA2 counter,PP1 counter
Cc1ccc2nc(Cl)c(C3CC(c4cccs4)=NN3C(=O)CCCC(=O)O)cc2c1 (stereo not given),3,3,13,-0.1,-1,-1,-2.0,-8,-4
Cc1ccc(OCC(=O)NC(=S)Nc2ccccn2)c(Br)c1,60,-1,5,0.0,2,3,-0.2,1,-3
Cc1cn(C)c(=O)n(C)c1=O,-8,0,-2,-0.3,-3,0,0.9,-1,-3
CN(C)c1ccc(C(=O)C(=O)c2ccccc2)cc1,-13,4,1,0.2,-5,5,1.8,3,-3
CC(=O)Nc1ccc(C(=O)CSc2nnnn2C)cc1,4,-5,2,0.0,-2,3,-1.9,0,-5
O=S(=O)(c1ccc(NC(=S)N/N=C/c2ccc(N3CCOCC3)cc2)cc1)N1CCOCC1,3,18,17,-0.7,-2,1,1.2,13,5
c1nc(NC2CCCC2)c2[nH]cnc2n1,-3,0,0,-0.1,-6,-4,-0.5,-5,0
CCCCOc1ccc(C(=O)N/C(=C/C=C/c2ccccc2)C(=O)N2CCOCC2)cc1,-2,6,3,0.2,1,4,2.1,-5,-1
COCC(C)n1c(C)cc(C(=O)COC(=O)c2oc3ccccc3c2C)c1C (stereo not given),1,17,10,0.0,-2,2,1.0,-1,3
CC1=CC(C)(C)Nc2ccc(Cc3ccc4c(c3)C(C)=CC(C)(C)N4)cc21,-5,5,-5,0.1,-1,0,4.1,0,3
O=C(C[n+]1cccc(CNC(=O)c2ccc(OC(F)F)cc2)c1)c1ccccc1,0,-9,-4,0.0,-5,2,0.9,1,-1
COC(=O)C1=C(C)C(c2ccc(OC)cc2)NC(=O)N1 (stereo not given),2,-3,-1,-0.1,2,-4,0.9,1,2
